Assay outcomes from PubChem.
MEKK2 WT-MEK5: raises or lowers MEK5 binding to wildtype human MEKK2 PB1 domain; Q9Y2U5; bead flow cytometry, Alexa488-MEK5 binding to MEKK2 WT; actives lie on both sides; binding response (% of control), % at 10 µM; hit rate 1.1% among 290,000; AID 1531; in the data active means binding response below about 67% or above about 130%
CRFBP-R2 block: antagonists of CRF-binding protein/CRF-R2 receptor complex. HEK293 CRF-R2/CRF-BP, CRF-induced calcium fluorescence. inhibition, % at 11.8 µM. hit rate 0.59% among 350,000. AID 588475;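 active means inhibition of the ligand-induced calcium signal above about 50% at the single tested concentration, limit read from the data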
GalR3 antag: blocks the human galanin receptor 3. inhibition, % at 3 µM. O60755. hit rate 0.44% among 360,000. AID 651719. HEK293 GalR3-CNG cAMP membrane potential fluorescence; galR3 body fused to GalR1 C-terminus;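 active means inhibition above the screen-wide average plus 3 SD, cut at about 13% in these data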;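 further: forskolin and galanin both at EC90 stimulate the cells; cAMP rise reported by CNG channel membrane potential dye signal; 0% = forskolin plus galanin with DMSO and 100% = forskolin alone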
Target sequence (O60755 1-299 limits assumed): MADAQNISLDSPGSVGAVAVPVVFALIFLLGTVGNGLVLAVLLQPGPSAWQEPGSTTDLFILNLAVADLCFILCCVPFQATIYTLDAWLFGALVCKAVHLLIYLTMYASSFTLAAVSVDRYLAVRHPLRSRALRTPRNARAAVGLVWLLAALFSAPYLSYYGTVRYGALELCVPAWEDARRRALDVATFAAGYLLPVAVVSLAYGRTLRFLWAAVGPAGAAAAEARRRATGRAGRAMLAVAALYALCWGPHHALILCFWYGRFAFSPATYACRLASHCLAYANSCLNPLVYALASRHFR
MEKK2 mut-MEK5: signal of MEK5 binding to mutant human MEKK2 PB1 domain | bead flow cytometry, Alexa488-MEK5 binding to MEKK2 mutant | percent response, % at 10 µM | hit rate 0.35% among 290,000 | AID 1530; in the data active means percent response above about 24%, passing the limit was not always enough; further: inactives centre near 1; some results filed as inactive read as strong as hits
FID counter: counter-screen for HCV NS3 helicase inhibitors: DNA intercalator displacement. DNA fluorescent intercalator displacement, fluorescence. hit rate 0.17% among 290,000. inhibition, % at 7.9 µM; in the data active means inhibition above about 37%;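 further: 0% = vehicle and 100% = reference compound; higher means more ethidium bromide displaced from hairpin DNA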
UBC9 SUMO inh: inhibitors of human SUMOylation (UBC9); HTRF SUMOylation assay, SAE1/SAE2 + UBC9, in vitro; inhibition, % at 35 µM; hit rate 0.36% among 290,000; AID 2006; in the data active means inhibition above about 50%, passing the limit was not always enough; further: strong numbers were not always called active
Target sequence (P63279 whole entry, looked up): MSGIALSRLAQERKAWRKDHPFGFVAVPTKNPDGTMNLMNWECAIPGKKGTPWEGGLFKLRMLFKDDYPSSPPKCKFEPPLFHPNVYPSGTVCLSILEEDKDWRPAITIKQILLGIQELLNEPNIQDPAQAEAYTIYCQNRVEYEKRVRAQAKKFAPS
NS3 helicase inh: blocks Hepatitis C virus NS3 helicase unwinding; NS3 helicase DNA unwinding, Cy5 molecular beacon fluorescence; inhibition, % at 10.9 µM; hit rate 0.56% among 290,000; AID 1800;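 active means inhibition above the mean of all tested compounds plus 3 SD, set per campaign, cut at about 35% in these data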;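 further: 0% = DMSO wells and 100% = thioflavine S control wells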
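System: HCV NS3 helicase fragment; control set: DMSO and thioflavine S; technique: Cy5 fluorescence at 0 and 60 min, beacon hairpin quenching; reagent: beacon DNA duplex substrate plus ATP; replicates: singlicate; schedule: 1 h reaction at 25 °C, ATP-initiated; medium: MOPS buffer pH 6.5 with MgCl2, DTT, Tween20, BSA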
MEKK3 PB1 HTS: raises or lowers MEK5 binding to the human MEKK3 PB1 domain | Q99759 | hit rate 1.4% among 290,000 | binding response (% of control), % at 10 µM | bead-based flow cytometry, Alexa488-MEK5 binding to MEKK3; actives lie on both sides; 0 = blocked by unlabeled MEK5, 100 = vehicle;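 active means binding response more than 3 SD above or below the average of its plate-row segment, actives on both sides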;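 further: Alexa488 bead fluorescence after subtracting the streptavidin-only scavenger bead signal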
CRFBP-R2 agonist: agonists of human CRF-binding protein/CRF-R2 receptor complex | HEK293 CRF-R2/CRF-BP, calcium dye fluorescence (FLIPR); percent of saturating CRF peptide response | activation, % at 13.2 µM | hit rate 0.46% among 350,000;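 active means activation of at least 50%, plus an integration ratio under a set limit after plate pattern correction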;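 further: plate controls were neutral control wells without compound for no effect and CRF at EC100 for full effect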
* hit, by the source's call; . = no result given. Some of the compounds tested (hit frequency here may not be typical).

canonical_smiles	MEKK2 WT-MEK5	CRFBP-R2 block	GalR3 antag	MEKK2 mut-MEK5	FID counter	UBC9 SUMO inh	NS3 helicase inh	MEKK3 PB1 HTS	CRFBP-R2 agonist
CN(C(=O)CS(=O)(=O)c1cn(CC(=O)N2CCOCC2)c2ccccc12)c1ccccc1	103	7	-4	3	-14	-18	-1	103	2.1
CCOC(=O)c1ccc(-n2c(N)c(C(=O)NCC3CCCO3)sc2=S)cc1 (stereo not drawn)	99	-1	-3	-1	-23	27	5	99	0.1
OCCC1CN(Cc2ccccc2OC2CCCC2)CCN1Cc1ccsc1 (stereo not drawn)	102	-9	-8	0	21	15	-13	97	-1.6
O=C(Cn1nnc(-c2ccccc2)n1)OCc1csc(-c2ccccc2)n1	105	2	-3	5	-2	-16	0	101	0.5
Cc1cccc(C)c1OCC(=O)N/N=C/c1cc2c(cc1[N+](=O)[O-])OCO2	103	8	-8	4	-8	10	6	104	0.6
O=C(NCCc1nc2ccccc2[nH]1)/C(=C/c1ccco1)NC(=O)c1ccccc1Br	109	-58	-4	2	-6	15	-2	106	15
COc1ccc(CCNC(=O)CCn2c(=O)oc3ccccc32)cc1OC	106	-21	.	7	-7	-10	-1	104	-4.7
O=C(NC(=O)c1ccccc1)Nc1ccc(-c2cnco2)cc1	101	-21	1	2	2	12	-2	100	1.1
O=C(CSc1n[nH]c(-c2cccnc2)n1)Nc1ccc([N+](=O)[O-])cc1Br	100	-13	-8	3	1	3	-6	102	3.3
CCOc1ccccc1CNC(=O)CCNS(=O)(=O)c1ccc2[nH]c(=O)oc2c1	100	-12	4	1	-4	-8	4	99	1.2
Fc1ccc(NC(=S)Nc2ccccc2OC(F)F)cc1Cl	109	9	-2	17	-6	-6	7	105	-1.2
CCn1c(COc2cc(C)cc(C)c2)nnc1SCC(=O)N1CCN(c2ccccc2)CC1	106	-17	-5	4	-4	16	1	104	-2.4
O=C(O)CCNS(=O)(=O)c1ccc(Oc2ccccc2)cc1	96	3	-7	-1	-2	0	-1	98	2.1
COC(=O)c1ccc(COc2nc(C)cc(C)c2C#N)o1	104	-1	-4	5	-10	13	0	107	0.0
CCCCCn1c(Sc2ccccc2)nc2c1c(=O)[nH]c(=O)n2C	101	-10	2	7	-1	2	-5	103	-0.2
O=C(NCC1(N2CCOCC2)CCCCC1)c1ccc(S(=O)(=O)Nc2ccccc2F)cc1	96	-6	-4	2	2	-1	-9	97	0.2
COCCCNC(=S)NNC(=O)c1csc2ccccc12	88	9	-6	1	-2	4	0	98	-2.2
Cc1n[nH]c(C)c1Cc1ccc(C(=O)O)cc1	110	3	2	6	-1	0	-7	106	-0.9
COc1cc(NC(=O)COC(=O)/C=C/c2ccc(Cl)cc2Cl)cc(OC)c1	99	-16	1	-3	0	-18	0	91	3.3
Cc1ccc(OCC(=O)NC(C)c2ccccc2)cc1 (stereo not drawn)	103	-3	-2	4	-12	-4	4	94	0.2
CNc1nc(NC)nc(-n2c(C(F)(F)F)nc3ccccc32)n1	102	-2	-5	2	-10	5	4	101	-1.0
COC(=O)CNC(=O)C1CCN(C(=O)OCc2ccccc2)CC1	106	-3	2	8	-3	4	-1	108	-1.1
COc1cc(-c2n[nH]c(=S)n2-c2ccccc2C(F)(F)F)cc(OC)c1OC	100	-1	7	1	-35	-4	12	97	1.3
O=C(COc1ccc(Nc2ccccc2)cc1)OCC(=O)N1CCCCC1	88	7	-5	-6	-13	-4	28	89	-2.0
CC(C)N(Cc1ccccc1)S(=O)(=O)c1ccc2c(c1)NC(=O)CO2	99	-3	-8	2	-31	12	-8	103	-0.3
CCOc1ccccc1NC(=O)COC(=O)CC(C)(C)CC1=NS(=O)(=O)c2ccccc2N1	101	-8	-8	1	-35	.	-6	98	1.1
CC(NS(=O)(=O)c1ccc(Br)cc1)C(=O)NC1CCCCCC1 (stereo not drawn)	95	-11	1	-1	-25	7	-3	99	-7.0
COC(=O)c1ccc(C(=O)NN)cc1	100	0	-2	-2	-10	7	-9	100	5.0
COc1cccc(CNc2ccc3[nH]c(=O)[nH]c3c2)c1OCc1ccccc1	103	-13	.	4	-11	2	2	102	-0.2
CN(CCC#N)C(=O)CC1(Cc2ccccc2)CCOC(C)(C)C1 (stereo not drawn)	103	-5	-2	4	-5	4	-18	101	0.9

Ordered by molar mass (smallest number first): some entries from above.
canonical_smiles	MEKK2 WT-MEK5	CRFBP-R2 block	GalR3 antag	MEKK2 mut-MEK5	FID counter	UBC9 SUMO inh	NS3 helicase inh	MEKK3 PB1 HTS	CRFBP-R2 agonist
COC(=O)c1ccc(C(=O)NN)cc1	100	0	-2	-2	-10	7	-9	100	5.0
COc1ccc(CCNC(=O)CCn2c(=O)oc3ccccc32)cc1OC	106	-21	.	7	-7	-10	-1	104	-4.7
O=C(NCCc1nc2ccccc2[nH]1)/C(=C/c1ccco1)NC(=O)c1ccccc1Br	109	-58	-4	2	-6	15	-2	106	15

Further results:
canonical_smiles	MEKK2 WT-MEK5	CRFBP-R2 block	GalR3 antag	MEKK2 mut-MEK5	FID counter	UBC9 SUMO inh	NS3 helicase inh	MEKK3 PB1 HTS	CRFBP-R2 agonist
CCS(=O)(=O)N1CCN(c2c(Cl)cccc2[N+](=O)[O-])CC1	111	11	-5	11	-3	-2	3	103	-1.8
COC(=O)CN1C(=S)N(c2ccc(OC)cc2)C(=O)/C1=C/c1ccc(OC)cc1	91	-10	-3	-9	-2	12	2	99	0.9
COc1ccc(S(=O)(=O)N2CCC[C@H]2C(=O)NCc2ccc(Cl)cc2)cc1	93	-10	-2	-13	-28	14	16	95	-2.0
c1ccc(-c2ccccc2-c2nc(-c3ccncc3)no2)cc1	106	-12	-2	3	-6	-11	-10	105	-0.4
Cc1cc(OCC(=O)N2CCOCC2)ccc1NC(=O)c1ccccc1C	102	3	1	7	-7	-5	2	101	-0.8
O=C(CCc1ccc(S(=O)(=O)NC2CCCCC2)cc1)N(Cc1ccccc1)Cc1ccccc1	95	-4	-6	0	-28	8	-4	100	2.0
COc1cccc(/C=N/NC(=O)c2cc(C34CC5CC(CC(C5)C3)C4)[nH]n2)c1	85	8	-2	-12	-4	-20	-8	96	2.4
CCCN(CCC)C(=O)c1ccc2nc(-c3ccc(OC)c(OC)c3)c(-c3ccc(OC)c(OC)c3)nc2c1	102	-6	-7	2	-49	2	-14	101	-1.4
COc1cccc(/C=N/NC(=O)c2ccc(OCc3cccc(Br)c3)cc2)c1	109	9	-4	3	-12	-22	-14	101	0.3
COc1cc(NC(=O)c2sc3nc(C)nc(N4CCOCC4)c3c2C)cc(OC)c1OC	108	-6	0	2	-56	24	-12	100	-2.8
Cc1cc(=O)oc2ccc(OCC(=O)N(Cc3ccc(F)cc3)Cc3ccco3)cc12	104	10	-6	11	-20	12	10	107	1.6
Cc1ccc(CN2CCCCC2C(=O)Nc2ccc(Oc3cccnc3)cc2)o1 (stereo not drawn)	107	-27	-1	4	-5	0	-9	101	-1.6
CN(C)S(=O)(=O)c1cccc(NC(=O)c2c[nH]c3ccccc23)c1	101	-5	-8	1	5	16	-2	102	0.8
Cc1cc(OCC(=O)Nc2ccc3c(c2)OCCO3)ccc1Cl	104	-7	-6	5	-15	10	-6	105	1.3
Nc1cccc2c1C(=O)N(CCOc1ccc(F)cc1)C2=O	97	-5	-4	2	-2	23	-8	102	4.8
Cc1cc(C)nc(Sc2c(C)n[nH]c2C)n1	.	-11	-4	.	-3	26	-4	.	-1.2
C=CCO/N=C(/C)c1ccc(Oc2cnccn2)cc1	94	2	-4	-5	1	1	-1	98	-1.0
COc1cccc(NC(=O)C2CCN(c3cnccn3)CC2)c1	102	3	-10	3	-12	17	0	101	-0.6
CC(=O)c1cnn(-c2c(Cl)cc(Cl)cc2Cl)c1C	100	3	-2	-11	-7	4	11	96	1.2
O=C(CCN1C(=O)/C(=C/C=C/c2ccccc2)SC1=S)Nc1ccccn1	67	-7	-2	-18	-8	44	19	95	-0.4
O=C(c1cc2nc(-c3ccco3)cc(C(F)(F)F)n2n1)N1CCN(c2ccccc2)CC1	91	-12	3	-3	-26	3	10	94	-1.0
COC(=O)CSc1nnc(-c2ccc(NS(=O)(=O)c3ccccc3)cc2)o1	99	-3	-8	-1	2	4	-2	100	0.6
O=C(CCn1c(=O)oc2ccccc21)Nc1ccc2c(c1)OCCO2	108	18	.	5	.	-4	.	103	-0.7
CCn1cc(/C=C2\SC(=O)N(CC(=O)Nc3ccc4c(c3)OCO4)C2=O)c2ccccc21	100	9	-3	14	2	-6	1	102	5.3
COc1ccc(C(NC(=O)C2CCCCC2)c2c(O)ccc3ccccc23)cc1 (stereo not drawn)	102	12	-6	-2	-8	-15	2	103	-3.7
COc1ccc(N2CCN(S(=O)(=O)c3c(C(=O)N4CCOCC4)c(C)n(C)c3C)CC2)cc1	104	-5	3	5	-28	-6	13	101	1.4
COc1cccc(NC(=O)CSc2nc3ccsc3c(=O)n2-c2ccc(C(=O)O)cc2)c1	98	3	-1	-3	-32	-2	1	103	0.0
CC1CN(C2=CC(=O)CCC2)CC(C)O1 (stereo not drawn)	95	-4	-8	-5	-6	-2	-2	98	1.1
CC(C)NC(=O)NC(=O)CSc1nnc(C(F)(F)F)n1C	89	9	4	-6	2	19	-23	88	-4.3
O=C(N/N=C/c1cccnc1)c1cc(-c2ccccc2OCc2ccccc2)n[nH]1	77	-11	-5	-23	-24	-2	-13	80	1.2
O=C(NNC1=Nc2ccccc2SC1)c1ccc(Cl)cc1	99	5	-4	1	-8	-6	12	100	-0.2
CCN(CC)S(=O)(=O)c1ccc2nnn(O)c2c1	97	-2	-1	-5	0	-3	4	102	-0.9
Cc1ccc(-c2nnn3c2nc(NC(C)C)c2ccccc23)cc1	99	-17	-12	5	-11	16	-8	102	-1.1
CCC(=O)N(C)/C=C1\Sc2ccccc2C1=O	94	5	2	2	9	16	3	99	-0.8
CCOC(=O)N1CCN(C(=O)CSc2ccc(-c3ccc(OC)c(OC)c3)nn2)CC1	104	13	1	8	-30	13	8	103	-1.4
NC(=S)NC(=O)/C=C/c1ccccc1	95	26	-1	-10	1	15	-3	105	-2.3
COc1ccccc1NC(=O)NNC(=O)c1ccc(-c2ccccc2)cc1	113	12	-4	8	-26	2	-1	106	0.8
CCN(CC)S(=O)(=O)c1cccc(NC(=O)CNC2CCCCCC2)c1	126	-16	-5	27	18	10	-16	126	1.3
CC1Cc2ccccc2N1C(=O)COC(=O)c1c2c(nc3ccccc13)CCCCC2 (stereo not drawn)	97	-2	-5	-2	-20	-24	-6	101	8.4
O=S(=O)(c1ccc(Cl)cc1)N1CCN(Cc2ccncc2)CC1	97	7	-4	-5	-14	-2	-2	99	1.0
COC(=O)c1nc(N)sc1-c1ccccc1	102	38	-1	7	4	18	2	106	-0.6
CCCc1ccc(S(=O)(=O)Nc2ccc(C)c(NS(C)(=O)=O)c2)cc1	106	0	3	1	-15	-1	-4	104	0.5
C/C(Cn1cnc([N+](=O)[O-])n1)=N\NC(=O)c1ccc(F)cc1	105	-9	-2	4	0	8	-5	106	0.1
O=C(/C=C/c1ccccc1[N+](=O)[O-])N1CCc2ccccc2C1	116	0	-11	12	-10	-4	7	108	-0.9
